# Bioassay records: PubChem BioAssay, several laboratories
# ROMK mod: modulates human ROMK potassium channel activity; P48048; Tet-inducible ROMK, thallium flux fluorescence; actives lie on both sides; B-score at 10 µM; 2% of 130,000 active;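 active = signal ratio slope over the read window, or its plate-corrected B-score, at least 3 SD from the plate mean, either direction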;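 note: B-score of the F/F0 ratio slope over 7 to 12 s after thallium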
# Target sequence (P48048 whole entry, looked up): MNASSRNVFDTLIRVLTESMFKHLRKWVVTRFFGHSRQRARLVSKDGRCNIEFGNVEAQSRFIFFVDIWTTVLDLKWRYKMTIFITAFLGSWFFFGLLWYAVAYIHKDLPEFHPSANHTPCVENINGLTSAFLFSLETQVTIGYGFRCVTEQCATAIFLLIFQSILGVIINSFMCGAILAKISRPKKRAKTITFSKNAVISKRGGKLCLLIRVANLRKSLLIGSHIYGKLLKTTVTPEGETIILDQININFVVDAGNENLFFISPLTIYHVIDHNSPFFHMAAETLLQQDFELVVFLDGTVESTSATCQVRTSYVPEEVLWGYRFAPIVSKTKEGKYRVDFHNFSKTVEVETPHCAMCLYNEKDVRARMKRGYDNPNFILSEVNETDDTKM
# PPARg SRC-1 ag: promotes SRC-1 coactivator recruitment by human PPARgamma. P37231. PPARgamma-SRC-1 coactivator recruitment biochemical assay. activation, % at 8 µM. 0.41% of 200,000 active; in the data active = activation above about 19%;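 note: 0% = DMSO and 100% = reference agonist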
# Target sequence (P37231 whole entry, looked up): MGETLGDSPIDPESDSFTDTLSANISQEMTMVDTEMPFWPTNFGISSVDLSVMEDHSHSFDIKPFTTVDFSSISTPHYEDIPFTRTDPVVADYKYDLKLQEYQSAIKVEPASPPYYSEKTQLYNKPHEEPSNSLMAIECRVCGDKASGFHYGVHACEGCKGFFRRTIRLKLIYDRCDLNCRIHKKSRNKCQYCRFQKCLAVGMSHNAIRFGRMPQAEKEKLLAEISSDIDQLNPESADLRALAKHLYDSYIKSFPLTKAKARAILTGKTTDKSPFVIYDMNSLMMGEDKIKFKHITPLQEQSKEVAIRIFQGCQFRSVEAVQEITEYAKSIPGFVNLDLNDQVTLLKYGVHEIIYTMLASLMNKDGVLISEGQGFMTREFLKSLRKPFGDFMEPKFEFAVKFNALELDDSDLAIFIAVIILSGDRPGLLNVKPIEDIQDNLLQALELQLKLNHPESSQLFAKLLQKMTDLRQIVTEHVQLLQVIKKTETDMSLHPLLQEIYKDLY
# STAT1 inh: inhibitors of IFN-gamma induced STAT1 signaling; AID 920; 0.35% of 200,000 active; NIH 3T3 STAT1-luciferase reporter, luminescence; inhibition, % at 5.5 µM;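 active = inhibition above a set limit, the mean inhibition across all tested compounds plus 3 SD, cut at about 34% in these data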;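 note: 0% = IFN-gamma with DMSO and 100% = IFN-gamma with 300 µM nifuroxazide; values of inactives mirror those of a sister screen read the other way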
# bIAP inhibitor: blocks bovine intestinal alkaline phosphatase activity | 190,000 tested, under 10 active | purified bovine IAP, CDP-star luminescence, 30 min | AID 1019 | inhibition, % at 20 µM;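 active = over 50% inhibition of intestinal alkaline phosphatase at 20 µM in the single-dose screen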
#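 System: Purified bovine intestinal alkaline phosphatase (IAP) enzyme | Input: IAP diluted 1/65,000,000 in the well | Also added: CDP-star chemiluminescent phosphatase substrate, 30 µM final | Dosing: 20 µM single dose | Times: Enzyme reaction for 30 min at room temperature | Detection: Luminescence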
# PPARg SRC3 recr: PPARgamma-driven SRC-3 recruitment agonism; biochemical PPARgamma/SRC-3 coactivator recruitment assay; 0.26% of 200,000 active; activation, % at 8 µM; P37231; in the data active = activation above about 23%;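 note: 0% = DMSO and 100% = reference agonist; some compounds past the cut are filed as inactive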
# PPARg SRC2 recr: agonists of SRC-2 recruitment by human PPARgamma; PPARgamma LBD-SRC-2 recruitment, biochemical; activation, % at 8 µM; 0.34% of 200,000 active; in the data active = activation above about 22%;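 note: 0% = vehicle and 100% = reference agonist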
# STAT3 act: activators of IL-6 induced STAT3 signaling. U3A cells, IL-6 STAT3-luciferase reporter, luminescence; 100% = signal with IL-6 EC80 alone. activation (% of control), % at 5.6 µM. 0.91% of 190,000 active. AID 871;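 active = activation above the screen-wide mean of compound activation plus 3 SD, cut at about 130% in these data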;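 note: 0% = background luminescence of wells with medium and substrate only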
#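 Test system: Human STAT1-deficient U3A cells with stable STAT3-luciferase reporter | Also added: Interleukin-6, 33 ng/mL | Timing: Compound pre-incubation 1 h before IL-6, then 6 h stimulation at 37 °C | Technique: Luciferase reporter luminescence | Read-out: Percent of IL-6-only median luminescence | Benchmarks: IL-6-only wells as 100% reference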
# TR-FRET SRC-2 ct: flags TR-FRET format artefacts in PPARgamma SRC-2 recruitment agonist screen; TR-FRET artefact counter-screen; hits give high values; TR-FRET ratio at 8 µM; 0.4% of 200,000 active; in the data active = TR-FRET ratio above about 2000; note: inactives centre near 1500
# STAT3 inh: reduces IL-6 driven STAT3 reporter signal. U3A cells, IL-6 STAT3-luciferase reporter, luminescence; host cell line lacks STAT1. inhibition, % at 5.5 µM. 0.89% of 190,000 active. AID 862;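 active = inhibition above the mean inhibition across all screened compounds plus 3 SD, cut at about 44% in these data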;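 note: 0% = DMSO only wells and 100% = 100 µM nifuroxazide control wells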
# TNAP act hi DEA: increases human TNAP activity under high phosphate acceptor concentration; P05186; purified TNAP, CDP-star luminescence, 1 M DEA, 30 min; hits give high values; 0 = EDTA background, 1 = DMSO-only activity; activation factor at 20 µM; 200,000 tested, under 10 active;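 active = activation factor at least 2 at 20 µM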
#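 Assay system: human TNAP; Input: enzyme diluted 1/800 final; Reagent: CDP-star luminogenic substrate at 100 µM final; Timing: 30 min, room temperature; Signal: luminescence; Evaluation: TNAP activation factor scaled between EDTA and DMSO control wells.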
# bIAP act: intestinal alkaline phosphatase (bovine) activation; 0.17% of 200,000 active; purified bovine IAP, CDP-star luminescence, 30 min; hits give high values; fold of DMSO-control signal, blank-subtracted; activation factor at 20 µM;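 active = activation factor of 2 or more at 20 µM, a signal rise over negative controls twice the positive control's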
# An asterisk follows results filed as active; / = no result given.
SMILES,ROMK mod,PPARg SRC-1 ag,STAT1 inh,bIAP inhibitor,PPARg SRC3 recr,PPARg SRC2 recr,STAT3 act,TR-FRET SRC-2 ct,STAT3 inh,TNAP act hi DEA,bIAP act
Cc1ccc(Cn2nnc3c(=O)n(Cc4cccc(C)c4)cnc32)cc1,-1,-5,4,8,5,0,101,1313,3,1,0.9
Cc1ccc(C)c(NC(NC(=O)c2cccnc2)C(Cl)(Cl)Cl)c1 (centres undefined),/,3,-1,0,4,1,102,1551,1,1,1
O=C1CCCC2=C1C(c1ccncc1)Nc1ccccc1N2 (centres undefined),0.54,2,2,7,10,2,99,1476,-2,1.1,0.9
CCOc1ccccc1NS(=O)(=O)c1cccc2nsnc12,-0.41,5,9,38,5,6,92,1677,14,1,0.6
CCc1ccc(C(=O)NNC(=O)CCN2CCN(Cc3ccccc3)CC2)cc1,-0.73,7,-3,-11,-1,10,101,1677,0,1,1.1
O=C(Nc1ccccc1)N1CCC(C(=O)N2CCN(S(=O)(=O)c3cccc(F)c3)CC2)CC1,0.36,4,-6,3,-17,-6,101,1456,7,1.1,1
CC(=O)c1ccc(OCC(=O)NCC(c2ccco2)N2CCCCC2)cc1 (centres undefined),-0.14,8,-5,3,1,0,101,1685,4,1,1
CCOC(=O)Oc1ccc(C(=O)OCCCN(C)C)cc1OC,0.38,0,5,2,-4,0,93,1487,9,1,1
O=C(CSc1nnc(-c2ccc(Cl)cc2)n1-c1ccccc1)N/N=C/c1ccccc1C(=O)O,1.2,0,4,-6,0,9,103,1482,-2,1,1.1
Cc1c(Cc2c(Cl)cccc2Cl)c(=O)ccn1C(C)c1ccccc1 (centres undefined),/,-8,19,-4,-3,-5,94,1422,8,1.1,1
CC(=O)OCc1c(F)c(F)c(-n2nc(C)cc2C)c(F)c1F,0.39,4,2,10,-2,6,105,1596,3,1.1,0.9
O=C(N/N=C/c1sc(=O)n(-c2ccccc2)c1Cl)c1ccncc1,-1.1,5,14,7,7,7,85,1510,20,1.1,0.9
COc1ccc(S(=O)(=O)N2CCN(C)CC2)cc1Br,/,6,-3,10,1,5,100,1582,6,1.1,0.9
CCCN(Cc1cc2ccc(C)cc2[nH]c1=O)C(=O)c1cccnc1,/,7,11,4,-4,-3,117,1522,-15,1,1
O=C(c1cccnc1Cl)N1CCOCC1,0.3,-7,-2,-10,1,-8,97,1423,15,1,1.1
CCn1nnnc1SCC(=O)Nc1nc2ccccc2s1,-0.65,1,-8,8,5,4,96,1371,9,1.1,0.9
CCOC(=O)N1c2ccccc2C=CC1OCC (centres undefined),/,11,4,5,1,-1,101,1417,1,1,1
COc1ccc(OC)c2[nH]c(=O)c(CCNC(=O)C(=O)c3c[nH]c4ccccc34)cc12,-0.014,9,5,7,6,-2,130,1533,-24,1.1,0.9
O=S(=O)(CC(CN1CCCCC1)N1CCCCC1)c1ccccc1 (centres undefined),-0.52,0,5,-5,8,-2,104,1334,0,1,1.1
O=c1c(Cl)cc(Cl)nn1-c1ccccc1,-1.3,6,10,16,-2,3,96,1541,5,1.1,0.8
CC(NC(=O)COc1ccccc1)C(=O)OCC(=O)c1cc2ccccc2o1 (centres undefined),/,-1,-12,8,1,3,120,1548,-17,1,0.9
Cc1nc(N2CCN(C)CC2)c2c(C)c(C(=O)Nc3ccc(C)c(F)c3)sc2n1,/,1,7,-2,10,8,97,1494,5,1,1
Cc1cc(C)n2nc(SCc3nnc(-c4ccccc4Br)o3)nc2n1,-0.034,0,12,1,3,-3,100,1570,7,1.1,1
O=C(NCc1ccccc1)Nc1cccn(Cc2ccccc2F)c1=O,0.67,2,-9,18,5,7,98,1610,3,1,0.8
CCOC(=O)c1ccc(S(=O)(=O)NNC(=O)c2ccc3c(c2)nc(C)n3CC)cc1,0.12,2,1,-5,0,0,101,1642,0,1.1,1.1
COc1ccc(N=CC2=C(Nc3ccc(OC)cc3)c3c(C)nn(-c4ccccn4)c3CC2)cc1,-0.079,7,4,/,2,2,88,1342,17,/,/
COc1cc(NC(=O)Cc2ccccc2)cc(OC)c1,-0.21,-2,3,15,10,7,93,1410,13,1.1,0.8
Clc1ccc(-c2nc3ccccn3c2CN2CCCCC2)cc1,0.047,3,6,-9,6,-2,66,1543,46*,1,1.1
CC(C)n1nc(C(=O)OCC(=O)c2c[nH]c3ccccc23)c2ccccc2c1=O,0.28,5,17,13,-2,-1,125,1448,-30,1,0.9
COCC(C)NC(C(=O)Nc1cccc(C(C)=O)c1)c1ccccc1 (centres undefined),0.36,-1,-1,-2,4,-7,100,1628,2,1,1
CCS(=O)(=O)c1ccc2c(c1)N(S(C)(=O)=O)CC(C(=O)NN)O2 (centres undefined),-0.46,4,0,-7,1,-4,98,1382,5,1,1.1
CC(C)Cn1c(CN2CCN(c3ccccc3F)CC2)nc2c1c(=O)[nH]c(=O)n2C,/,7,4,-1,3,13,100,1402,5,1,1
O=C(COC(=O)c1cnccn1)NCCc1ccccc1,/,-3,0,6,6,4,96,1447,9,1.1,0.9
CN(C)C(=O)Cn1nc(-c2ccccc2)c2ccccc2c1=O,0.39,-2,4,0,-5,4,98,1581,6,1.1,1
CCOc1ccc(CNc2ccc(CNc3ncn[nH]3)cc2)cc1,-0.52,0,-2,-24,3,3,91,1587,12,1,1.2
N#Cc1c(-c2ccc3c(c2)OCO3)csc1N,-2.1,-4,-5,27,2,9,97,1515,6,1.1,0.7
O=C1C2C(C(=O)N1/N=C/c1cccc([N+](=O)[O-])c1)C1C=CC2C12CC2 (centres undefined),-0.89,-6,-26,3,2,-6,113,1349,-18,1,1
Cc1ccc(C)c2c1[nH]c1ccc([N+](=O)[O-])cc12,-0.31,1,1,42,2,13,87,1713,19,1,0.6
COc1ccc(/C(N)=N/OC(=O)CN(C)S(=O)(=O)c2ccc(C)cc2)cc1,-0.39,22*,6,6,5,4,91,1857,16,1,0.9
O=C(O)c1ccc(N2CC3CC(C2)c2cccc(=O)n2C3)c(NS(=O)(=O)c2cccc(C(F)(F)F)c2)c1 (centres undefined),0.65,-5,-5,-4,-1,2,102,1578,9,1,1
CNS(=O)(=O)c1cccc(C(=O)OCC(=O)N(CCC#N)c2ccccc2)c1,1.7,1,0,-9,-2,6,94,1584,12,1.1,1.1
O=C(Cc1ccccc1)NCc1nc2ccccc2[nH]1,-0.23,-5,2,/,-1,3,96,1446,8,/,/
O=C(NCc1ccccn1)C1CCN(S(=O)(=O)c2cc(Cl)ccc2Cl)CC1,-0.12,7,5,-10,-6,-7,99,1520,3,1,1.1
O=c1[nH]cnc2scc(-c3cccs3)c12,/,8,7,-1,8,6,98,1596,3,1,1
CCc1onc(C)c1C(=O)Nc1ccc2c(c1)OCO2,1.4,8,-3,-33,4,3,103,1592,5,1,1.3
CN(C)S(=O)(=O)c1cccc(NC(=O)COC(=O)c2ccc([N+](=O)[O-])o2)c1,/,-1,0,0,2,-4,102,1469,1,1,1
Cc1nnc(SCC2=C(C(=O)O)N3C(=O)C(NC(=O)Cn4nc(C(F)F)cc4C)C3SC2)s1 (centres undefined),-0.039,4,-16,-3,3,4,106,1704,0,1,1
Cc1nc(NC2=NCN(C3CCCCC3C)CN2)nc2ccccc12 (centres undefined),/,-3,5,10,-9,-2,117,1505,-15,1,0.9
CCOC(=O)C1=C(O)/C(=C/c2ccc(C)o2)SC1=NC(=O)c1ccccc1C,0.57,-1,2,/,9,7,86,1396,20,/,/
CCOc1ccc(C(=O)N/N=C(/C)C2C(=O)c3ccccc3C2=O)cc1,1.3,-2,4,0,-1,-4,105,1424,-6,0.9,1
O=C(CSc1nnc(-c2ccccc2)n1Cc1ccco1)NCc1ccc2c(c1)OCO2,0.0041,-7,-2,-2,-3,8,99,1696,6,1.1,1
COc1ccc(OC)c(C2NC(=S)NC3=C2N2CCC3CC2)c1 (centres undefined),3*,-2,-6,14,-4,5,100,1468,11,1,0.9
COC(=O)C1=CNC=C(C(=O)OC)C1c1cccc(OC)c1,0.84,1,6,-14,3,2,91,1513,14,1,1.1
CCOc1ccc(S(=O)(=O)N2CCc3ccccc3C2)cc1,-0.21,9,1,8,-7,2,102,1660,3,1,0.9
CSCCC1NC(=O)N(C(C)C(=O)Nc2cc(Cl)cc(Cl)c2)C1=O (centres undefined),0.42,-3,-5,1,9,4,102,1572,8,1.1,1
CCN(CC)S(=O)(=O)c1ccc(C)c(NC(=O)CN(C)C)c1,/,6,5,17,7,5,91,1757,7,1,0.8
Nc1c(N(C(=O)Nc2ccc(Cl)c(Cl)c2)C2CCCC2)c(=O)[nH]c(=O)n1Cc1ccccc1,1.3,-4,-4,19,-1,-4,109,1381,-5,1,0.8
CCOC(=O)c1oc2ccc(S(=O)(=O)Nc3ccc4c(c3)n(C)c(=O)n4C)cc2c1C,/,-3,16,-2,5,0,53,1564,60*,1,1
COC(=O)C1=C(O)/C(=C\c2cc(C)n(-c3ccccc3F)c2C)N=C1C,3,4,-4,10,2,0,101,1531,8,1,0.9
O=C(NCCSc1ccc(Cl)cc1)c1ccc(CN2CCOCC2)cc1,-0.57,2,2,3,1,0,89,1635,15,1,1
# Following part
SMILES,ROMK mod,PPARg SRC-1 ag,STAT1 inh,bIAP inhibitor,PPARg SRC3 recr,PPARg SRC2 recr,STAT3 act,TR-FRET SRC-2 ct,STAT3 inh,TNAP act hi DEA,bIAP act
Cc1ccc(-n2nc(C)c3c2OC(N)=C(C#N)C3c2ccccc2F)cc1 (centres undefined),/,9,18,3,0,0,146*,1358,-43,1,1
COc1ccc(OCCNC(=O)c2cccc(Oc3ccc(C(F)(F)F)cc3[N+](=O)[O-])c2)cc1,0.18,-5,2,10,-2,-1,99,1501,5,1,0.9
COC(=O)C1=C(C)OC(N)=C(C#N)C1c1cc2cc(C)ccc2nc1Cl (centres undefined),-0.28,-8,5,-2,4,-1,97,1527,8,1,1
Cc1cccc(NC(=O)CN2C(=O)NC(C)(c3ccc4c(c3)OCO4)C2=O)c1 (centres undefined),-0.18,-4,-1,33,0,7,101,1517,0,1.1,0.7

# Whole records as entered above. Values in the order: ROMK mod, PPARg SRC-1 ag, STAT1 inh, bIAP inhibitor, PPARg SRC3 recr, PPARg SRC2 recr, STAT3 act, TR-FRET SRC-2 ct, STAT3 inh, TNAP act hi DEA, bIAP act
# Entry for `COc1ccc(OCCNC(=O)c2cccc(Oc3ccc(C(F)(F)F)cc3[N+](=O)[O-])c2)cc1` → 0.18, -5, 2, 10, -2, -1, 99, 1501, 5, 1, 0.9
# Entry for `Cc1ccc(-n2nc(C)c3c2OC(N)=C(C#N)C3c2ccccc2F)cc1` (centres undefined) → /, 9, 18, 3, 0, 0, 146*, 1358, -43, 1, 1
# Entry for `COC(=O)C1=C(C)OC(N)=C(C#N)C1c1cc2cc(C)ccc2nc1Cl` (centres undefined) → -0.28, -8, 5, -2, 4, -1, 97, 1527, 8, 1, 1
